RMI FANCM FP: inhibitors of human RMI core complex binding to FANCM MM2. FP signal (polarization) at 33 µM. Fluorescence polarization, RMI core complex with F-MM2 peptide; stronger effect = lower value. 0.58% of 70,000 active; in the data active = FP signal below about 40; also: inactives centre near 61; strong numbers were not always called active; unit not given here
Numbers without * were called inactive; & = joins results of further samples. Not all compounds are listed. The share of hits here may be higher or lower than overall.

A first look, six compounds:
SMILES | RMI FANCM FP
Cc1ccc(-c2cc3c(=O)n(CC(=O)NCC4CCCO4)ncn3n2)cc1C (stereo not given) | 98
c1csc(-c2cc(N3CCCCC3)c3ccccc3n2)c1 | 56
CCOC(=O)c1ccc(NC(=O)c2sc3nc(-c4ccc(C)cc4)cc(-c4ccco4)c3c2N)cc1 | -13
N#Cc1cccnc1Oc1ccccc1 | 51
COc1ccccc1NC(=O)Nc1nc(-c2cccnc2)nc2ccccc12 | 76
COc1cc(N2CCN(S(=O)(=O)c3cc(C)ccc3OC)CC2)nc(C)n1 | 56

Main list, from the start:
SMILES | RMI FANCM FP
Cc1ccc(-c2cc3c(=O)n(CC(=O)NCC4CCCO4)ncn3n2)cc1C (stereo not given) | 98
c1csc(-c2cc(N3CCCCC3)c3ccccc3n2)c1 | 56
CCOC(=O)c1ccc(NC(=O)c2sc3nc(-c4ccc(C)cc4)cc(-c4ccco4)c3c2N)cc1 | -13
N#Cc1cccnc1Oc1ccccc1 | 51
COc1ccccc1NC(=O)Nc1nc(-c2cccnc2)nc2ccccc12 | 76
COc1cc(N2CCN(S(=O)(=O)c3cc(C)ccc3OC)CC2)nc(C)n1 | 56
CC(C)(C)C(=O)CSc1nnc(CCn2ccc(=O)[nH]c2=O)o1 | 63
CCc1cc(-c2nc(N)ncc2-c2cscn2)c(O)cc1OC | 55
CCN1CCN(CCOc2ccc3cc(-c4ccccc4)c(=O)oc3c2)CC1 | 59
Cc1c(C2=NOC(O)(C(F)(F)F)C2)sc2ccc(Cl)cc12 (stereo not given) | 62
Cc1onc(-c2ccccc2Cl)c1C(=O)Nc1ccc2c(c1)CN(C(=O)C1CC1)CC2 | 67
Cc1ccc(S(N)(=O)=O)c(I)c1 | 58
CC(/C=N\NC(=O)c1cc(-c2ccccc2Cl)n[nH]1)=C\c1ccccc1 | 63
Cc1c(C(=O)C(=O)NCCCn2ccnc2)c2ccccc2n1C | 58
Cc1nnc2ccc(N3CCN(S(=O)(=O)/C=C/c4ccccc4)CC3)nn12 | 69
CNC(=O)OC(C)(C)C#Cc1cncnc1 | 54
CCCCCCCCCCCCCCCCCCNC(=O)OCC(COP(=O)([O-])OCC[n+]1ccsc1)OC (stereo not given) | 55
Cc1ccc2nc3c4ccccc4cnc3n2c1 | 61&55
CN(C)S(=O)(=O)NCCCn1nc(-c2ccncc2)ccc1=O | 67
O=C(NCC1CCN(C2CCCC2)CC1)c1cccc(C(F)(F)F)c1 | 80
O=C(NNC(=S)Nc1ccc(Cl)c(Cl)c1)c1cccnc1Oc1ccccc1 | 50
CCOc1ccccc1CN1C(=O)C2(SC(NC(C)=O)=NN2C(C)=O)c2cccc(Cl)c21 (stereo not given) | 22*
Cc1c(Cl)cccc1NC(=O)Cc1csc(NC(=O)c2ccc[nH]c2=O)n1 | 62
CCOC(=O)c1c(-c2ccc(OC)cc2)csc1NC(=O)/C(C#N)=C/c1ccc(C)o1 | 95
CCOCC(=O)Nc1ccc2c(c1)CN(C(C)=O)CC2 | 66
O=C(CSc1c(-c2ccccc2)[nH]c2ccccc12)N1CCN(c2ccccc2)CC1 | 60
CC(=O)N1CCN(c2ccnc3c2c(=O)n(CC(=O)N2CCOCC2)c(=O)n3C)CC1 | 61
O=C(Cc1csc(Nc2ccccc2)n1)Nc1ccc2c(c1)OCCO2 | 67
CCOC(=O)N1CCN(C(=O)Cn2cnc3c(cnn3-c3ccc(F)cc3)c2=O)CC1 | 60
Cc1nc(-c2ccccc2)nc2sc(C(=O)c3ccc(F)cc3)c(N)c12 | 56
COC(=O)Cn1cnc2c(-c3ccccc3)csc2c1=O | 61
CC(=O)OCc1cc(/C=N\N(C(C)=O)c2ccccc2)nn1-c1ccccc1 | 66
Cc1ccc(N2CC(NC(=O)Nc3nc(C)cs3)CC2=O)cc1 (stereo not given) | 61
O=C(CN1C(=O)c2ccccc2C1=O)NCCN1CCOC(c2ccccc2)C1 (stereo not given) | 71
C=CCn1c(N)c(C(=O)NCc2ccc(OC)cc2)sc1=S | 66
Cc1ccc(S(=O)(=O)Nc2ccc3c(c2)N(C)C(=O)C(C)(C)CO3)cc1C | 67
CSc1nnc(SC2=CC(=O)CC(c3ccccc3)C2)s1 (stereo not given) | 60
CCN1C(=O)Cc2cc(NC(=O)C3CC3)ccc21 | 69
CCOC(=O)c1oc2cc(NC(=O)c3cccs3)ccc2c1C | 61
Cc1c(C(=O)O)sc2nc[nH]c(=O)c12 | 60
CCOC(=O)c1c(O)cc(C)[nH]c1=O | 54
CC1(C)S[C@@H]2[C@H](NC(=O)[C@H](N)c3ccc(O)cc3)C(=O)N2[C@H]1C(=O)O | 59&63
COCCNC(=O)Cn1c(CO)cnc1SCC(=O)Nc1ccc(C(N)=O)cc1 | 57
COc1cc2ccc(=O)oc2c(O)c1O | 61
COc1ccc(OC)c(NC(=O)NC23CC4CC(C2)CC(c2ccc(C)cc2)(C4)C3)c1 | 57
Cc1ccc(S(=O)(=O)Cc2ccc(-c3nc(-c4ccc(C(F)(F)F)cc4)no3)o2)cc1 | 93
CCOc1ccc(S(=O)(=O)NCCNC(=O)c2ccc(NC(C)=O)cc2)cc1 | 61
C[C@@H]1CC[C@]2(C(=O)O)CC[C@]3(C)C(=CCC4[C@@]5(C)CC[C@H](O)C(C)(C)C5CC[C@]43C)C2[C@H]1C (stereo not given in full) | 54
COC(=O)Nc1ccc(S(=O)(=O)N2CCN(CCN3C(=O)C4C5C=CC(C5)C4C3=O)CC2)cc1 (stereo not given) | 58
O=C(c1ccc2c(=O)n(-c3ccc(F)cc3)c(SCc3cccc(F)c3)nc2c1)N1CCOCC1 | 61
Cc1noc(NS(=O)(=O)c2ccc(NC(=O)CN3C(=O)c4ccccc4S3(=O)=O)cc2)c1C | 56
Cc1ccc(N2CCCS2(=O)=O)cc1NC(=O)C(=O)NCCN1CCOCC1 | 67
COc1cccc(Cn2c(SCc3nc(-c4ccc(Cl)cc4)no3)nc3ccsc3c2=O)c1 | 79
COc1c(Br)cc(/C(N)=N\OC(=O)c2cccnc2SC)cc1Br | 69
O=[N+]([O-])c1cn[nH]c1/C=N\O | 55
COc1cccc(S(=O)(=O)NCc2ccc(C(=O)Nc3cccc(Cl)c3)cc2)c1 | 81
Cc1ccc(C(=O)NC(Nc2ncccn2)(C(F)(F)F)C(F)(F)F)cc1 | 53
Cc1ccc(C)c2sc(N(Cc3ccccn3)C(=O)c3ccc4c(c3)OCCO4)nc12 | 58
O=c1c2cnn(C3CCS(=O)(=O)C3)c2ncn1Cc1ccc(C(F)(F)F)cc1 (stereo not given) | 65
C/C(=N/NC(=S)NCc1ccco1)c1ccco1 | 57

Rewritten with tabs: entries from further up.
SMILES	RMI FANCM FP
O=c1c2cnn(C3CCS(=O)(=O)C3)c2ncn1Cc1ccc(C(F)(F)F)cc1 (stereo not given)	65
Cc1noc(NS(=O)(=O)c2ccc(NC(=O)CN3C(=O)c4ccccc4S3(=O)=O)cc2)c1C	56
Cc1ccc(N2CCCS2(=O)=O)cc1NC(=O)C(=O)NCCN1CCOCC1	67
Cc1ccc(S(=O)(=O)Cc2ccc(-c3nc(-c4ccc(C(F)(F)F)cc4)no3)o2)cc1	93

In a second layout: results already given
smiles	RMI FANCM FP
O=c1c2cnn(C3CCS(=O)(=O)C3)c2ncn1Cc1ccc(C(F)(F)F)cc1 (stereo not given)	65
C/C(=N/NC(=S)NCc1ccco1)c1ccco1	57

Carrying on.
SMILES | RMI FANCM FP
CCN1C(=O)C(C)(C)COc2ccc(NC(=O)c3ccc(F)cc3)cc21 | 68
Cn1c(NNC(=O)c2cccc3ccccc23)cc(=O)n(C)c1=O | 55
Cc1ccc2c(c1)CCCN2C(=O)CCCn1nc(-c2ccco2)ccc1=O | 68
O=C1CCCN1CN(C(=O)c1cc(Br)ccc1Cl)c1cccc(C(F)(F)F)c1 | 64
CSc1ccccc1NC(=O)c1ccc(=O)n(C)n1 | 62
Cn1nc(-c2cccc(NC(=O)c3ccccc3C(F)(F)F)c2)ccc1=O | 56
Cc1ccc(Nc2nc(-c3ccc(S(=O)(=O)N4CCC(Cc5ccccc5)CC4)cc3)cs2)cc1 | 72
COc1ccc(S(=O)(=O)Nc2nc(C)c(C(=O)NCCCc3ccccc3)s2)cc1 | 52
COC(=O)c1n[nH]n(Cc2ccc(Cl)cc2)c1=O | 67
Cn1c(=NC(=O)CN2C(=O)c3ccccc3C2=O)sc2ccccc21 | 74
Cc1ccc(C(=O)NC2CCS(=O)(=O)C2)cc1[N+](=O)[O-] (stereo not given) | 56
O=C(NCCNC(=O)c1cc2ccccc2oc1=O)c1ccc(NC(=O)C2CC2)cc1 | 66
Cc1csc(NC2CCCCC2)[n+]1C | 55
O=C(CCCS(=O)(=O)c1ccc(F)cc1)Nc1cccc(-c2nc3ccccc3[nH]2)c1 | 52
O=C(Nc1cccnc1)c1ccc(S(=O)(=O)NC2CCCC2)cc1 | 62
CC(C)CNC(=O)c1ccc2c(=O)n(C(C)C)c3nn(Cc4ccc(F)cc4Cl)c(=O)n3c2c1 | 63
O=C(CCc1ccc(-c2ccccc2)o1)Nc1ccccc1[N+](=O)[O-] | 59
O=c1cccnn1CCCNS(=O)(=O)c1ccc2ccccc2c1 | 62
c1ccc2nc3c4ccccc4c4ccccc4c3nc2c1 | 61
FC(F)(F)c1cccc(CSc2n[nH]c(=S)s2)c1 | 59

Sorted by value in RMI FANCM FP (ascending): 3 from the list above
SMILES | RMI FANCM FP
Cc1ccc(C(=O)NC2CCS(=O)(=O)C2)cc1[N+](=O)[O-] (stereo not given) | 56
c1ccc2nc3c4ccccc4c4ccccc4c3nc2c1 | 61
CSc1ccccc1NC(=O)c1ccc(=O)n(C)n1 | 62

Next section.
SMILES | RMI FANCM FP
CCCCCc1ccc(/C(N)=N\O)cc1 | 54
Cc1ccc(S(=O)(=O)N2CCCC(C(=O)Nc3nnc(-c4cc(C)nn4C)o3)C2)cc1 (stereo not given) | 65
N#C/C(=C\c1c(F)cccc1Cl)c1ccc([N+](=O)[O-])cc1 | 59
Cc1cc2cc(CNC(=O)c3ccc(Br)cc3)ccc2[nH]1 | 60
Nc1ccccc1C(=O)NCCc1c[nH]c2ccccc12 | 59
O=C(c1ccc2c(c1)OCCO2)N(Cc1ccccn1)c1nc2c(F)cc(F)cc2s1 | 72
O=C(NCc1ccncc1)C(=O)NCC1OCCN1S(=O)(=O)c1ccc(Br)cc1 (stereo not given) | 59
COc1ccc(CCNc2nc3ccccc3s2)cc1OC | 61
CC1CCCN(CC(O)COc2ccc(Br)cc2)C1 (stereo not given) | 71
CCOC(=O)c1cccc(NC(=O)CSc2nc3c(-c4ccccc4)csc3c(=O)n2C)c1 | 67
Cn1nc(NC(=O)c2ccc(CSc3ccc(Cl)cc3)o2)c2c(F)cccc21 | 58
O=C(O)CN(CCN(CC(=O)O)CC(=O)O)CC(=O)O | 66
O=C(CCc1csc2nc(-c3ccccc3)cn12)NCCc1ccc(F)cc1 | 62
COC(=O)c1ccc(COc2coc(CN3CCN(Cc4ccccc4)CC3)cc2=O)cc1 | 54
O=C(O)c1cc(Cl)ccc1I | 54
CC1C(=O)NCCN1C(=O)/C=C/c1ccccc1 (stereo not given) | 60
CSc1nc(N)c2ncn([C@@H]3O[C@H](COP(=O)(O)OP(=O)(O)OP(=O)(O)O)[C@H](O)C3O)c2n1 (stereo not given in full) | 57
CC1CC(OCC(O)CN2CCC(CN3C(=O)c4cccc5cccc(c45)C3=O)CC2)CC(C)(C)C1 (stereo not given) | 77
C=CCN1C(=O)C(C)(C)COc2ccc(NS(=O)(=O)c3ccc(F)c(Cl)c3)cc21 | 67
Cc1c(C(=O)OCc2ccccc2Cl)nnn1-c1ccccc1Br | 64
O=C(/C=C\c1ccc2c(c1)OCO2)NNC(=O)c1ccc(=O)n(Cc2ccccc2)c1 | 65
Clc1ccc(OCCn2c(-c3ccco3)nc3ccccc32)cc1 | 97
CCCNc1nc(SC)nc2c1cnn2CCNC(=O)c1ccccc1C(F)(F)F | 52
NS(=O)(=O)c1ccc(NNC(=O)C2CCC2)cc1 | 55
N=c1c2c(F)cccc2ncn1NC(=O)c1ccncc1 | 58&54
O=C(NCc1ccccc1)c1cc[n+]([O-])cc1 | 60
COc1ccc(C(c2sc3ncnn3c2O)N2CCN(Cc3ccccc3)CC2)cc1OC (stereo not given) | 52
COc1cccc(C(=O)Nc2nc3ccc4ccccc4c3s2)c1 | 82
O=C(CCn1cnc2c([nH]c3ccccc32)c1=O)NCc1ccccc1Cl | 65
CN(C1CC1)S(=O)(=O)c1ccc(C(=O)Nc2c3c(nn2C)CCC3)cc1 | 63
O=C(Nc1ccc(F)cc1F)C(=S)N1CCOCC1 | 51
CN1C(=O)C(C)(C)COc2ccc(NC(=O)c3ccccc3Cl)cc21 | 67
CCOC(=O)CCCSc1nnc(CSc2nc3ccccc3s2)n1-c1ccccc1 | 63
CCOc1ccc(OCCNC(=O)c2cc(OC)cc(OC)c2)cc1 | 63
CCc1ccc(NC(=O)CN2CCN(c3nccn3-c3ccccc3F)CC2)cc1 | 71
CN(C)CCn1c2c(c(SCC(=O)Nc3ccc4c(c3)OCCO4)nc1=O)CCCC2 | 63
O=c1c(=O)n(-c2ccc(Br)cc2)ccn1Cc1ccncc1 | 55
C=CCNC(=O)c1c(-c2c(F)cccc2Cl)noc1C | 60
CCOc1ccc(CC(=O)N2CCN=C2SCc2cccc(F)c2)cc1 | 64
C=CCn1c(SCC(=O)c2ccc3c(c2)OCCO3)nc2scc(-c3cccs3)c2c1=O | 76
O=C(CCCS(=O)(=O)c1ccc(F)cc1)Nc1nnc(Cc2cccs2)o1 | 71
Cc1ccc(-c2ccc(=O)n(CCCNS(=O)(=O)c3c(C)cc(C)cc3C)n2)cc1 | 70
Cc1ccc(/C=C/C(=O)O)cc1S(=O)(=O)NCCO | 64
C=C1c2c(Cl)ccc(O)c2C(O)=C2C(=O)[C@]3(O)C(O)=C(C(N)=O)C(=O)[C@@H](N(C)C)[C@@H]3[C@@H](O)C12 (stereo not given in full) | 64
O=C(COc1ccccc1)Nc1ccc(SCC(=O)N2CCCC2)nn1 | 53
